inhibitors of VEEV = inhibitors of VEEV TC-83 cytopathic effect, confirmation, Vero cells (AID 588727) | Vero cells, VEEV TC-83 cytopathic effect inhibition; higher % means a stronger effect | inhibition, % at 20 µM; hits with a dose series show IC50 in µM | hit rate 0.13% among 350,000; in the data active means a potency from the dose series; inconclusive means inhibition mostly from about 14% at the one dose, without a potency; inactive means the rest, 99 in 100 with inhibition below about 12%; further: strong numbers were not always called active
Salmonella PhoP GFP = Inhibition of PhoP regulon, Salmonella typhi GFP reporter cells, confirmation, 4 h (AID 1850) | Salmonella Typhi PhoP-promoter GFP reporter, fluorescence, 4 h; higher % means a stronger effect | inhibition, % at 50 µM, or IC50 in µM where a hit was titrated | hit rate 0.33% among 310,000; in the data active means a potency from the dose series; inconclusive means inhibition mostly from about 25% at the one dose, without a potency; inactive means the rest, 99 in 100 with inhibition below about 19%;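 further: 0% = induced wells with vehicle and 100% = uninduced wells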
tuberculosis growth = growth inhibition of non-replicating M. tuberculosis (AID 488890); Mycobacterium tuberculosis non-replicating, growth inhibition; higher % means a stronger effect; inhibition, % at 25 µM; hits with a dose series show IC50 in µM; hit rate 0.39% among 320,000; in the data active means a potency from the dose series; inconclusive means inhibition mostly from about 82% at the one dose, without a potency; inactive means the rest, 99 in 100 with inhibition below about 76%;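 further: plate controls were DMSO cells for no effect and high antibiotic wells for full effect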
M. tuberculosis HTS = M. tuberculosis growth inhibition, HTS (AID 449762) | M. tuberculosis H37Rv growth inhibition, 7H9 media; higher % means a stronger effect | inhibition, % at 25 µM, or IC50 in µM where a hit was titrated | hit rate 0.59% among 330,000; in the data active means a potency from the dose series; inconclusive means inhibition above about 70% without an active follow-up result;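 further: bacterial growth assessed after seven days of incubation; strong numbers were not always called active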
influenza NS1A = H1N1 influenza NS1A inhibitors, functional cell based assay (AID 504329); inhibition, % at 12.5 µM; hits with a dose series show IC50 in µM; NS1A functional cell-based assay, percent inhibition; higher % means a stronger effect; hit rate 0.3% among 340,000; in the data active means a potency from the dose series; inconclusive means inhibition above about 27% without an active follow-up result; further: strong numbers were not always called active
inhibitors of VEEV 10K pilot screen = second read-out of inhibitors of VEEV, no call of its own (marks repeat the call); inhibition, %; measured here: 10K pilot screen inhibition
* marks the source's active call; other numbers are inactive results; i = inactive; ? = inconclusive; / = not tested or not shown. Compounds were not picked by outcome, and some 1.6% of all compounds hit somewhere here.

SMILES | inhibitors of VEEV | Salmonella PhoP GFP | tuberculosis growth | M. tuberculosis HTS | influenza NS1A | others
COc1ccc(OC)c(NC(=O)CCN2CC(C)OC(C)C2)c1 (stereo unspecified) | 0.1% | -1.9% | 3.7% | 0.3% | -5.8%
CC(C)C[C@H](NC(=O)c1[nH]cnc1C(=O)Nc1ccc(Cl)cc1)C(=O)OC(C)(C)C | 6.8% | -9.4% | 16.8% | 5.0% | 0.5%
COc1ccccc1CNC(=O)C1COc2ccccc2O1 (stereo unspecified) | 1.6% | -7.9% | 34.5% | -2.2% | 8.2%
CCOC(=O)N1C/C(=C\c2ccccc2)C(=O)/C(=C/c2ccccc2)C1 | 34.4% | / | / | / | 0.5%
CCN1CCN(CC(=O)N2N=C(c3cccs3)CC2c2ccc(OC)c(OC)c2)C(=O)C1=O (stereo unspecified) | 1.0% | -12.8% | 45.2% | 5.5% | 1.9%
CCC(=O)N1C(=O)CCN(C(C)=O)c2ccccc21 | 2.0% | 7.2% | -4.1% | -4.8% | -14.8%
CN1CCCN(Cc2ccccc2Br)CC1 | 0.2% | 1.0% | -5.7% | 6.3% | -4.5%
Cc1cc(-c2ccccc2)[nH]c(=O)c1S(=O)(=O)c1ccccc1 | 0.1% | 2.3% | -10.7% | -9.1% | 3.8%
CCC(CC)C(=O)NCCc1cc2c(C)ccc(C)c2[nH]c1=O | 5.5% | 11.5% | / | 3.3% | 4.5%
Cc1ccc(-c2nnc(NC(=O)C3=COCCO3)o2)c(C)c1 | 1.7% | 14.1% | ? | ? | -1.1%
O=C(CNC(=S)N(Cc1ccccc1F)C1CCCCC1)NCCN1CCOCC1 | 2.4% | -12.5% | 11.3% | -3.9% | 6.5%
CCc1nc2oc3ccccc3c(=O)c2c(=O)n1Cc1ccc(OC)cc1 | 1.5% | 1.8% | 20.5% | 13.3% | 3.2%
O=C(NC1(C(F)(F)F)C(=O)Nc2c1c(=O)[nH]c(=O)n2Cc1ccco1)C1CCCCC1 (stereo unspecified) | 2.1% | -11.0% | -9.9% | -2.9% | 0.5%
COc1ccc(C(=O)NNC(=S)Nc2ccccc2)cc1 | 0.5% | 14.8% | -5.0% | 0.1% | 1.1%
CCC(Oc1ccccc1)C(=O)Nc1ccccc1C(=O)N1CCCCC1 (stereo unspecified) | 7.5% | -5.6% | -4.4% | 1.2% | -7.2%
CCOC(=O)C1CCCN(C(=O)c2ccc3c(c2)N(C)C(=O)/C(=C/c2ccccc2Cl)S3)C1 (stereo unspecified) | 8.5% | -6.3% | 19.5% | 6.3% | 3.5%
CC(=O)Nc1cc(Cl)ccc1OS(=O)(=O)c1ccc(C)cc1 | 1.6% | -5.3% | 12.6% | 8.9% | 6.5%
CSc1cccc(NC(=O)COC(=O)c2ccccn2)c1 | 1.4% | / | 14.3% | 4.0% | -0.5%
COC(=O)C1C(=O)C2=C(CC1C)NC(=O)CC2c1cccc(C)c1 (stereo unspecified) | 0.6% | 2.7% | 9.9% | -3.5% | 1.4%
O=C(Nc1ccccc1)N(c1ccccc1)C1C=CS(=O)(=O)C1 (stereo unspecified) | 2.6% | -2.5% | -9.0% | -14.5% | /
COc1ccc(/C=C(\NC(=O)c2ccccc2)C(=O)NNC(=O)CCN2CCOCC2)cc1 | 0.3% | -0.1% | -3.0% | 0.6% | 0.7%
O=C(O)COc1ccc(/C=C/c2nc(-c3ccccc3O)n[nH]2)cc1 | 1.6% | -3.2% | 79.2% | ? | -2.6%
COc1cccc(-c2nc(CS(=O)CC(=O)NC3CCCC3)c(C)o2)c1 (stereo unspecified) | 4.6% | 0.2% | 11.5% | -7.3% | 3.7%
CCc1ccc(-c2nnn(Cc3nc4ccccc4s3)n2)cc1 | i | -1.6% | 61.1% | -2.6% | -4.5% | inhibitors of VEEV 10K pilot screen=1.6
CCCCN(C(=O)c1[nH]c(C)c(C(C)=O)c1C)c1c(N)n(CCCC)c(=O)[nH]c1=O | 0.2% | 6.7% | -5.6% | -1.9% | -8.9%

Some of these compounds in order of formula weight, low to high.
SMILES | inhibitors of VEEV | Salmonella PhoP GFP | tuberculosis growth | M. tuberculosis HTS | influenza NS1A | others
CN1CCCN(Cc2ccccc2Br)CC1 | 0.2% | 1.0% | -5.7% | 6.3% | -4.5%
Cc1ccc(-c2nnc(NC(=O)C3=COCCO3)o2)c(C)c1 | 1.7% | 14.1% | ? | ? | -1.1%
COc1ccc(OC)c(NC(=O)CCN2CC(C)OC(C)C2)c1 (stereo unspecified) | 0.1% | -1.9% | 3.7% | 0.3% | -5.8%

Returning to the listing, repeating the three entries before the break.
SMILES | inhibitors of VEEV | Salmonella PhoP GFP | tuberculosis growth | M. tuberculosis HTS | influenza NS1A | others
COc1cccc(-c2nc(CS(=O)CC(=O)NC3CCCC3)c(C)o2)c1 (stereo unspecified) | 4.6% | 0.2% | 11.5% | -7.3% | 3.7%
CCc1ccc(-c2nnn(Cc3nc4ccccc4s3)n2)cc1 | i | -1.6% | 61.1% | -2.6% | -4.5% | inhibitors of VEEV 10K pilot screen=1.6
CCCCN(C(=O)c1[nH]c(C)c(C(C)=O)c1C)c1c(N)n(CCCC)c(=O)[nH]c1=O | 0.2% | 6.7% | -5.6% | -1.9% | -8.9%
Cc1c(-c2nc(N)nc(Nc3ccccc3F)n2)oc2ccccc12 | 0.4% | -3.9% | 0.7% | 47.9% | -7.2%
CCN(CC)S(=O)(=O)c1cccc(-c2nnc(SCC(N)=O)n2C)c1 | 0.9% | -6.2% | -1.2% | -0.4% | -2.9%
O=C(c1cc(S(=O)(=O)N2CCN(c3ccccc3)CC2)ccc1Cl)N1CCCC(C(F)(F)F)C1 (stereo unspecified) | i | -6.6% | 6.8% | -1.3% | 10.9%
Nn1c(SC/C=C/c2ccccc2)nnc1-c1ccco1 | 0.1% | -5.1% | 69.6% | 1.2% | -4.5%
CCN1CCCC1Cn1cnc2c([nH]c3ccc(C)cc32)c1=O (stereo unspecified) | 2.1% | 17.7% | -5.4% | -11.4% | 11.2%
CCOc1ccc(NS(=O)(=O)c2ccc(C(=O)NCC(C)(C)N3CCOCC3)cc2)cc1 | 0.9% | 2.4% | 8.1% | -5.9% | -14.4%
CCOC(=O)C[C@H]1c2ccccc2S(=O)(=O)N1Cc1cccc(C(F)(F)F)c1 | i | 0.4% | -24.4% | 0.9% | 7.3% | inhibitors of VEEV 10K pilot screen=0.0
O=C(N/N=C/c1ccccc1OC(=O)c1ccc2c(c1)OCO2)c1ccccc1 | 2.6% | -2.3% | 26.8% | -6.0% | -2.7%
C=CCOn1c(=O)c(-c2ccc(OC)c(OC)c2)[n+]([O-])c2ccccc21 | 4.5% | 8.9% | 4.1% | -4.1% | -0.5%
CCOc1ccc2ccccc2c1CNc1nnnn1CC | 1.2% | 9.6% | 1.1% | -12.1% | -8.3%
O=c1cc(N2CCOCC2)c2ccccc2o1 | i | -13.7% | ? | 5.6% | -10.1%
Nc1nc(SCC(=O)Nc2cc(-c3ccccc3)nn2-c2ccccc2)n[nH]1 | 3.7% | -8.2% | 1.3% | -3.7% | -0.5%
CCc1ccccc1NCC(=O)Nc1ccc(Cl)c(C(F)(F)F)c1 | i | 7.2% | 10.8% | 15.9% | 3.1%
O=C(NCCN1CCOCC1)c1ccc(Cl)c(S(=O)(=O)N2CCOCC2)c1 | 3.0% | -7.3% | -8.1% | -7.9% | -6.5%
C[C@@H]1[C@H](O)C[C@@]23COC(=O)C2=CCCC3[C@@]1(C)CCC1COC(=O)C1 (stereo partly specified) | 0.9% | 13.6% | -1.6% | -0.1% | 0.0%
COc1ccc(NC(=O)C2CCCN(CCCc3ccccc3)C2)cc1OCC(C)C (stereo unspecified) | i | -8.8% | 67.9% | 11.1% | -9.2%
CNC(=O)CN(c1ccc(OC)cc1)S(=O)(=O)c1ccc(F)cc1 | i | -3.1% | 5.0% | 4.7% | 15.9%
O=C(NNC(=O)c1ccccc1-n1cccc1)c1ccc(Cl)cc1Cl | 2.0% | 1.1% | -19.6% | 1.3% | -15.9%
CC(C)c1ccc(/C=C2\Oc3c(ccc(O)c3CN3CCN(C)CC3)C2=O)cc1 | 0.4% | 9.3% | 56.3% | 5.3% | -11.2% | inhibitors of VEEV 10K pilot screen=0.7
Cc1ccc(NC(=O)CCN2CCOCC2)cc1C | i | -4.4% | 0.2% | -5.6% | -21.2%
O=C(CCc1ccccc1)NCCc1cccs1 | 0.1% | 13.7% | 2.3% | -2.5% | -1.1%
COc1ccc(S(=O)(=O)N(C)CC(=O)Nc2ccccc2SC)cc1Cl | 1.7% | 1.5% | -9.4% | 1.6% | -5.8%
COc1ccc2cc(C(c3nnnn3C(C)(C)C)N3CCSCC3)c(=O)[nH]c2c1 (stereo unspecified) | i | -5.2% | 9.1% | -2.9% | 3.7%
COc1ccc(C2C(C#N)=C(C)NC(C)=C2C(=O)OC(C)C)c(OC)c1 (stereo unspecified) | 7.5% | 13.0% | 19.6% | -0.4% | -8.9%
CCOC(=O)COc1c(Cl)cc(C2NC(=S)NC(c3ccccc3)=C2C(C)=O)cc1OC (stereo unspecified) | 7.8% | -7.7% | 52.3% | -0.7% | 9.1%

(more compounds)
SMILES | inhibitors of VEEV | Salmonella PhoP GFP | tuberculosis growth | M. tuberculosis HTS | influenza NS1A | others
COc1ccc(NC(=O)Nc2ccc(Cc3ccncc3)cc2)cc1OC | 3.6% | -11.9% | / | -10.6% | 5.9%
COc1cccc(Oc2nc(N)ncc2[N+](=O)[O-])c1 | 2.2% | -11.7% | 2.5% | -7.4% | 1.1%
O=C(NCc1ccco1)c1nc2nc(-c3cccs3)cc(C(F)(F)F)n2n1 | 4.7% | 1.4% | 10.4% | -7.1% | -0.5%
O=C(CN1C(=O)S/C(=C/c2cccs2)C1=O)N1CCCC1 | 3.0% | / | 8.0% | 5.7% | -9.2%
Cc1ccc(NC(=O)Cn2c(=O)n(Cc3ccco3)c(=N)c3c4c(sc32)COC(C)(C)C4)cc1 | i | 16.8% | 21.3% | -2.2% | -2.8%
O=[N+]([O-])c1ccc(CNc2cccc(F)c2)s1 | i | -4.8% | ? | 4.2% | -4.2%
O=C(Nc1cccc(Cl)c1)Nc1nc(-c2ccc(Cl)cc2)cs1 | 0.9% | -5.8% | 13.6% | 4.8% | 5.4%
COC(=O)Cn1c(=O)c2c(n(Cc3ccccc3)c1=O)N/C(=C/c1ccc(Br)cc1)C2=O | 1.7% | 0.4% | 5.0% | -5.3% | -8.3%
Cc1ccc(S(=O)(=O)NC2CCCCC2)cc1 | i | / | -0.8% | -11.9% | -7.2%
COc1ccc(Cn2c(=O)oc3ccc(C)cc32)cc1OC | i | -4.6% | 6.9% | 11.7% | -0.4%
COC(=O)C1=NN(c2cccc3ccccc23)C2C(=O)N(c3ccccc3OC)C(=O)C12 (stereo unspecified) | i | 2.3% | -6.7% | -1.2% | /
Cc1ccc(C(=O)NC(=O)OCCn2c(C)cnc2[N+](=O)[O-])cc1 | 0.1% | 4.8% | 0.0% | -4.4% | -9.4%
COc1ccccc1NC(=O)c1[nH]c(C)c(C(C)=O)c1C | 7.7% | -12.5% | 1.0% | 6.0% | -1.7%
Cc1cccc(-n2cc[nH]c2=S)c1 | 0.7% | -8.7% | -2.9% | 3.6% | -5.0%
CC(C)c1ccc(OCC(=O)Nc2ccc(OC(F)(F)F)cc2)cc1 | 1.0% | -3.1% | ? | 51.5% | -1.4%
COc1ccc(NC(=O)CNC(=O)C2CCCCC2)cc1 | 2.0% | 7.7% | 7.9% | 13.5% | -7.5%
CNS(=O)(=O)c1cc(O)c2c(S(=O)(=O)NC)cccc2c1 | 0.0% | -16.1% | -5.2% | 11.7% | 4.4%
O=C1C(Cl)=C(N2CCCCCC2)C(=O)N1c1ccccc1 | 1.0% | -8.7% | -2.4% | -0.7% | -3.9%
Cc1n[nH]c(C)c1CCCCOc1ccc([N+](=O)[O-])cc1 | i | -2.1% | 36.6% | 3.8% | -23.0%
Cc1ccc(C)c(OCc2cc(C(=O)N3CC[C@@H]4CCCC[C@H]4C3)no2)c1 | 0.5% | -11.6% | 29.9% | 1.3% | -8.4%
CC1=C(C(=O)OC2CCCC2)C(c2coc3ccccc3c2=O)C2=C(CC(C)(C)CC2=O)N1 (stereo unspecified) | 4.3% | 4.2% | 36.3% | -1.0% | 2.9%
Oc1c(N=NC(=S)Nc2ccccc2F)c2ccccc2n1Cc1ccccc1 | 3.4% | -10.5% | -7.5% | 9.0% | 8.2%
CCOc1ccc(NC(=O)c2cccc(S(=O)(=O)Nc3c(C)n(C)n(-c4ccccc4)c3=O)c2)cc1 | 3.4% | / | / | / | -17.1%
